Wee1 degr inh: Wee1 degradation inhibitors, primary screen, cell-based, HeLa, Wee1K328M-luciferase, luminescence; Wee1-like protein kinase (Homo sapiens), P30291; HeLa Luc-Wee1K328M stability; 100% = proteasome inhibitor MG132 effect; reporter increase, % at 5 µM; actives 1.2% (n = 220,000); AID 1321, 2008;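 active means activation above the mean of all tested compounds plus 3 SD, set per screening run, cut at about 8.8% in these data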;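 further: cells exposed to compound for 20 h before luminescence read; 0% = DMSO alone and 100% = MG132 at 30 µM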
FXIa inh: human FXIa protease inhibitors, primary screen, biochemical, 1536-well; purified FXIa, Boc-Glu-Ala-Arg-AMC fluorogenic substrate; inhibition, % at 5 µM; actives 0.14% (n = 220,000); AID 798, 2007;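 active means inhibition of at least 40%; inactive means inhibition below 40%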;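 further: fluorescence of freed AMC excited at 355 nm; 0% = enzyme without compound and 100% = no enzyme blank; many of its hits are not listed in these tables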
Target sequence (P03951 19-387 limits assumed): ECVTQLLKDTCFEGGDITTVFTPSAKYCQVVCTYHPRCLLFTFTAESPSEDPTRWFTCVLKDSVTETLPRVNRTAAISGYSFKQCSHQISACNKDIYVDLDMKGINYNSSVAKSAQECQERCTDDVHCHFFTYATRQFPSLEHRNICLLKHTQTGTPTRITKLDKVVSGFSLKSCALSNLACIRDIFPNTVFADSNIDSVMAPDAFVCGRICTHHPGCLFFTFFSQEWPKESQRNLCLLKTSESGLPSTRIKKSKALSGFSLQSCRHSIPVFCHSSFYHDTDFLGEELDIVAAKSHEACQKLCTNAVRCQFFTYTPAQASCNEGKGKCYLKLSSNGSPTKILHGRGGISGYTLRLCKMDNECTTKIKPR
Target sequence (P03951 388-625 limits assumed): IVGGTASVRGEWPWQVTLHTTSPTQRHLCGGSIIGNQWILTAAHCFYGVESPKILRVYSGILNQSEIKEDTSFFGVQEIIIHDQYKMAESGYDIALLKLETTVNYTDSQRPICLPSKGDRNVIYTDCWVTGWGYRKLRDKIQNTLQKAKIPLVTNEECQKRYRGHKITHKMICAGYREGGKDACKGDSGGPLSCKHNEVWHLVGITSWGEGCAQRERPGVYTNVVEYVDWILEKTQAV
Mdm2 ligase inh: MDM2-luciferase reporter signal enhancers, primary screen, MDM2 E3 ligase inhibitor project, cell-based, luminescence, 1536-well; cell-based MDM2 ubiquitination luciferase reporter, 2 h; 0 = plate control, 100 = twice control, blank-subtracted; signal enhancement, % at 5 µM; actives 0.11% (n = 210,000); AID 1230, 2008;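 active means signal enhancement of 30% or more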;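 further: luminescence tracks abundance of the self-degrading MDM2-luciferase fusion protein; higher signal means inhibition of MDM2 E3 ligase activity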
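Material: stable MDM2–luciferase fusion reporter cells / Quantity: 2000 cells/well / Dosing: single 5 µM compound dose, 0.2% final DMSO / Buffer or medium: DMEM / Schedule: 4 h cell settling then 2 h compound exposure, 37 °C / Detection: luminescence with SteadyLite reagent, 15 min at room temperature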
eIF4E 4G PPI: eIF4E–eIF4G protein interaction inhibitors, primary screen, biochemical, uHTS, TR-FRET, eIF4GI fragment. actives 0.37% (n = 220,000). TR-FRET eIF4E-eIF4GI(517-606) binding, 2 h. inhibition, % at 21.7 µM;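 active means inhibition above about 30%, limit read from the data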;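 further: 0% = full FRET control wells and 100% = background wells lacking eIF4GI fragment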
FXIIa inh 1536: human FXIIa protease inhibitors, primary screen, biochemical, 1536-well; inhibition, % at 5 µM; purified FXIIa, Boc-QGR-AMC fluorogenic substrate, 2 h; AID 800, 2007; actives 0.3% (n = 220,000); Coagulation factor XII (Homo sapiens), P00748; in the data active means inhibition above about 40%;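 further: 0% = enzyme with no compound and 100% = blank without enzyme; many of its hits are not listed in these tables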
14-3-3 Bad inh: inhibitors of 14-3-3 zeta/Bad binding, primary screen, biochemical, TR-FRET, bovine 14-3-3 zeta; actives 0.71% (n = 220,000); inhibition, % at 21.7 µM; 14-3-3 protein zeta/delta (Bos taurus), P63103; TR-FRET 14-3-3zeta/Dy647-pBad peptide displacement, 1 h;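 active means inhibition above about 70%, limit read from the data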;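 further: 0% = full 14-3-3 plus peptide FRET controls and 100% = background without 14-3-3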
Rad51 HR inh: human RAD51 strand exchange inhibitors, primary screen, biochemical, fluorescence; inhibition, % at 10 µM; DNA repair protein RAD51 homolog 1 (Homo sapiens), Q06609; hRad51 DNA strand exchange, fluorescence dequenching; actives 0.085% (n = 200,000);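 active means inhibition above 40% at the single screening dose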;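 further: 0% = DMSO control wells and 100% = blanks with heterologous ssDNA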
Target sequence (Q06609 whole entry, looked up): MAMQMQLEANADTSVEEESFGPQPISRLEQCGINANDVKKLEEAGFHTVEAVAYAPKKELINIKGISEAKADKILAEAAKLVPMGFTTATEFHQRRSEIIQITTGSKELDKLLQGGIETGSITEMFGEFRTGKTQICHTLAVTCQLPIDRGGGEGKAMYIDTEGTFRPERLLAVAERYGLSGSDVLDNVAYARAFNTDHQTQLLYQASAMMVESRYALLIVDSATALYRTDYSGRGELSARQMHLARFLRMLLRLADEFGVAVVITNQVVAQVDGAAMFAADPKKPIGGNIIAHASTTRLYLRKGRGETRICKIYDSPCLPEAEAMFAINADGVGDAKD
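Material: hRad51 filaments on single-stranded DNA; Reagent: Donor/quencher-labelled 47-bp dsDNA substrate; Compound: 10 µM final, single point; Schedule: 37 °C 15-min filament assembly, 30-min compound preincubation, 15-min exchange; Technique: FRET fluorescence, excitation 485 nm, emission 520 nm; Benchmarks: control wells and blank wells on each plate.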
p97 ATPase inh: inhibitors of human p97 ATPase, primary screen, biochemical; Transitional endoplasmic reticulum ATPase (Homo sapiens), P55072; recombinant p97 ATPase, Kinase-Glo ATP luminescence, 3 h; inhibition, % at 8 µM; actives 0.42% (n = 220,000); AID 1481, 2009; in the data active means inhibition above about 15%;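 further: 0% = DMSO vehicle and 100% = wells lacking enzyme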
hK5 inh: human KLK5 protease inhibitors, primary screen, biochemical, 1536-well; Kallikrein-5 (Homo sapiens), Q9Y337; recombinant hK5, fluorogenic AMC substrate cleavage; inhibition, % at 5 µM; actives 0.59% (n = 210,000); AID 873, 2007;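 active means inhibition of 40% or more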;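 further: 0% = enzyme controls without compound and 100% = no-enzyme blanks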
Numbers without * were called inactive; . = not tested or not shown; [ ] = remark or other dose.

#1 COCCNC(=S)N1CCc2cc(OC)c(OC)cc2C1COc1ccc(C(C)C)cc1 (stereo not drawn)
#2 Cc1c(C#N)c2ccccc2n1CC(=O)N1CCCC1
#3 O=C(CCC(=O)OCC(=O)c1ccccc1)Nc1cccc(Cl)c1
#4 CCOC(=O)C1C(=O)NC(c2ccccc2)=NC1c1ccc(O)c(OC)c1 (stereo not drawn)
#5 COc1ccc(C(=O)OCC(=O)NCCCc2ccccc2)cc1[N+](=O)[O-]
#6 COc1cc(NC(=O)c2cc(-c3cccnc3)nc3ccc(Br)cc23)cc(OC)c1
#7 Cn1c(NNC(=O)CCC2CCCCC2)cc(=O)n(C)c1=O
#8 O=C(OCC1OC(n2ccc(=O)[nH]c2=O)C(O)C1OC(=O)c1ccccc1)c1ccccc1 (stereo not drawn)
screen / no.	1	2	3	4	5	6	7	8
Wee1 degr inh	0	2	-2	0	5	1	1	0
FXIa inh	-9	-14	5	-3	-3	-2	-5	3
Mdm2 ligase inh	-3	-1	14	-23	-19	-24	.	-10
eIF4E 4G PPI	-1	5	5	2	-3	4	-2	-6
FXIIa inh 1536	0	16	9	6	0	-2	2	6
14-3-3 Bad inh	-12	8	-5[fluorescence artefact?]	-1	-9	-2	1	-2
Rad51 HR inh	7	-2	18	.	-3	8	-3	-1
p97 ATPase inh	-4	5	5	2	1	-1	2	1
hK5 inh	-5	8	-6	.	-15	-16	-4	4

In the list so far, these contain a carbonyl joined to an NH by a bond outside any ring:
#3 O=C(CCC(=O)OCC(=O)c1ccccc1)Nc1cccc(Cl)c1
#5 COc1ccc(C(=O)OCC(=O)NCCCc2ccccc2)cc1[N+](=O)[O-]
#6 COc1cc(NC(=O)c2cc(-c3cccnc3)nc3ccc(Br)cc23)cc(OC)c1
#7 Cn1c(NNC(=O)CCC2CCCCC2)cc(=O)n(C)c1=O
screen / no.	3	5	6	7
Wee1 degr inh	-2	5	1	1
FXIa inh	5	-3	-2	-5
Mdm2 ligase inh	14	-19	-24	.
eIF4E 4G PPI	5	-3	4	-2
FXIIa inh 1536	9	0	-2	2
14-3-3 Bad inh	-5[fluorescence artefact?]	-9	-2	1
Rad51 HR inh	18	-3	8	-3
p97 ATPase inh	5	1	-1	2
hK5 inh	-6	-15	-16	-4

Further results follow:
#9 O=C(C[n+]1cccc2ccccc21)c1ccc(NC(=O)c2ccccc2)cc1
#10 Cc1ccnc2nc(C(=O)NCCc3ccc(F)cc3)nn12
#11 Cc1cc(C)cc(OCC(=O)Nc2ccccc2C(=O)NCc2ccco2)c1
#12 O=C(NCc1cccc(Cl)c1)c1cc(COc2ccc3ncccc3c2)on1
#13 C=CCN=C1NN=C(c2cc(C)n(CCOC)c2C)CS1
#14 C=C(C)CN(CC)C(=O)COc1ccc(S(=O)(=O)Nc2ccc(OC)cc2)cc1
#15 CCn1c(CNC(C)=O)nnc1SCC(=O)c1ccc(Br)cc1
#16 CC(C)c1ccc2c(c1)C(c1cccs1)=NNC(c1ccncc1)=N2
screen / no.	9	10	11	12	13	14	15	16
Wee1 degr inh	2	-1	-2	-1	-5	0	0	0
FXIa inh	3	2	2	-3	8	2	16	-2
Mdm2 ligase inh	-10	-9	-22	-14	-84	-14	11	-1
eIF4E 4G PPI	8	0	-1	-1	10[fluorescence artefact?]	-9	-5[fluorescence artefact?]	-1
FXIIa inh 1536	9	19	13	3	7	6	-10	4
14-3-3 Bad inh	-3	12	9[fluorescence artefact?]	2	16	22[fluorescence artefact?]	3[fluorescence artefact?]	-6
Rad51 HR inh	-2	-2	-7	-11	-12	-5	-5	24
p97 ATPase inh	2	4	-1	0	3	-7	-4	0
hK5 inh	-1	-1	1	.	-17	-20	-3	-7

Some entries already given, showing only p97 ATPase inh, Mdm2 ligase inh and FXIa inh:
entry | SMILES | p97 ATPase inh | Mdm2 ligase inh | FXIa inh
6 | COc1cc(NC(=O)c2cc(-c3cccnc3)nc3ccc(Br)cc23)cc(OC)c1 | -1 | -24 | -2
7 | Cn1c(NNC(=O)CCC2CCCCC2)cc(=O)n(C)c1=O | 2 | . | -5
8 | O=C(OCC1OC(n2ccc(=O)[nH]c2=O)C(O)C1OC(=O)c1ccccc1)c1ccccc1 (stereo not drawn) | 1 | -10 | 3

Later entries
#17 N#CCCN(Cc1ccccc1)C(=S)NC(=O)c1ccccc1
#18 Cc1ccc(/C=N/Nc2cccc3cccnc23)c(O)c1
#19 COc1ccc(N2CCN(C(=O)Nc3ccc(S(=O)(=O)N(C)C)cc3)CC2)cc1
#20 CCCc1cc(=O)n(-c2nc3ccccc3s2)[nH]1
#21 O=C(COC(=O)Cc1ccsc1)Nc1ccc(S(=O)(=O)N2CCOCC2)cc1
#22 N#Cc1cn(CCOc2ccc(F)cc2)c2ccccc12
#23 CCOc1ccc(NC(=O)CNC(=O)c2ccc(OC)cc2)cc1
#24 CCOC(=O)C1CCN(C(=O)c2ccc(Oc3cc(Cl)cc(Cl)c3)o2)CC1
screen / no.	17	18	19	20	21	22	23	24
Wee1 degr inh	-1	0	-1	3	-2	-1	-1	0
FXIa inh	0	4	-4	4	15	9	-3	1
Mdm2 ligase inh	-3	-26	1	-20	-9	-9	-15	-11
eIF4E 4G PPI	-7	3	7	-6	3	1	-3	0
FXIIa inh 1536	5	22	10	8	13	13	4	4
14-3-3 Bad inh	3[fluorescence artefact?]	12	4	-8	2	-2	-14	-1
Rad51 HR inh	1	-2	5	18	0	9	-34	10
p97 ATPase inh	-3	2	0	5	-3	-4	5	-2
hK5 inh	-18	8	-15	-3	-5	-7	-6	2

#25 CCOc1ccccc1N1CCN(C2=C(NS(=O)(=O)c3cccs3)C(=O)c3ccccc3C2=O)CC1
#26 CC1(O)N(CCC(=O)Nc2cccc(F)c2)C(=O)OC12CCCCC2 (stereo not drawn)
#27 O=C(O)CCCN=CC1=C(O)C(C(=O)c2ccccc2)CCC1=O (stereo not drawn)
#28 CC(OCC(O)CN(C)CCOc1ccccc1)c1ccc(Cl)cc1 (stereo not drawn)
#29 O=C(NNc1ccc(C(F)(F)F)cc1[N+](=O)[O-])c1ccc(NS(=O)(=O)c2ccc(F)cc2)cc1
#30 COc1cccc(/C=N/NC(=O)CNC(=O)CCc2ccccc2)c1O
#31 COc1cc(NC(=O)c2cccs2)c(C(=O)OCC(=O)NCc2ccccc2)cc1OC
#32 Cc1ccc(N2C(=O)[C@@H]3C(c4cccnc4)=NO[C@@H]3C2=O)cc1
screen / no.	25	26	27	28	29	30	31	32
Wee1 degr inh	2	6	-2	4	-1	-1	3	-1
FXIa inh	8	-6	6	-1	-5	3	14	0
Mdm2 ligase inh	-13	-11	.	-13	-10	-8	-29	-15
eIF4E 4G PPI	.	-1	-2	3[fluorescence artefact?]	1	-2	-14[fluorescence artefact?]	5
FXIIa inh 1536	11	4	18	4	2	7	24	-2
14-3-3 Bad inh	.	5	3[fluorescence artefact?]	74*	-10	-12	41[fluorescence artefact?]	0
Rad51 HR inh	9	.	-11	-7	0	-16	4	.
p97 ATPase inh	-1	2	-2	-11	-4	6	4	7
hK5 inh	-1	.	-8	-30	-25	-6	-17	0

#33 CC(=O)c1nnn(-c2ccc([N+](=O)[O-])cc2)c1C
#34 CCOC(=O)CCS(=O)(=O)c1nc(-c2ccccc2)cc(C(F)(F)F)n1
#35 CCOC(=O)C1=C(c2ccccc2)N=C2SCC(=O)N2C1c1cccc(OC)c1 (stereo not drawn)
#36 Cc1nc(Nc2ccc(S(N)(=O)=O)cc2)sc1C(=O)Nc1ccccc1
#37 CSc1ccc(C(=S)N2CCN(C(c3ccccc3)c3ccccc3)CC2)cc1
#38 CC(=O)/C=C(\C)Nc1ccc(-c2cnc(-c3ccccc3)o2)cc1
#39 CN(C)C(/C=C/Nc1ccc(Br)cc1)=C(C#N)C#N
#40 O=C1CCCN1c1ccc(S(=O)(=O)Oc2cccc(Cl)c2)cc1[N+](=O)[O-]
screen / no.	33	34	35	36	37	38	39	40
Wee1 degr inh	1	0	0	1	2	3	2	-2
FXIa inh	8	-6	2	-5	-9	0	4	-3
Mdm2 ligase inh	-8	0	-20	-15	-3	-43	-11	2
eIF4E 4G PPI	5	3	0[fluorescence artefact?]	1	7[fluorescence artefact?]	-19	2	1
FXIIa inh 1536	7	8	6	-1	9	9	12	6
14-3-3 Bad inh	-4	2	0	-5	2	8[fluorescence artefact?]	-15	-2
Rad51 HR inh	12	8	5	8	-3	-6	16	-9
p97 ATPase inh	7	3	2	4	-1	9	6	-5
hK5 inh	8	-12	-7	-7	-9	-66	.	-1

#41 CCN1CC(CN(C)Cc2nc(-c3cccs3)no2)CC1=O (stereo not drawn)
#42 COc1cc2c(cc1OC)C1=NC(=O)CN1C(SCc1ccc(C)cc1)=N2
#43 O=C1COc2ccc(C(=O)NCc3ccc4c(c3)OCO4)cc2N1
#44 Cc1cc(C)nc(NC(=O)c2ccc3c(c2)OCO3)c1
#45 NS(=O)(=O)c1cc(C(=O)NCCOc2ccccc2)c(Cl)cc1Cl
#46 CC(C)CCn1nnnc1C(c1ccccc1F)N1CCC(C(N)=O)CC1 (stereo not drawn)
#47 CCOC(=O)c1nnn2c1nc(N1CCCCC1)c1ccccc12
#48 CCOC(=O)c1cc(-c2ccccc2)sc1NC(=O)C(C)OC(=O)c1ccncc1 (stereo not drawn)
screen / no.	41	42	43	44	45	46	47	48
Wee1 degr inh	-3	-1	5	-1	-2	2	1	4
FXIa inh	2	-13	0	-2	2	5	6	-1
Mdm2 ligase inh	7	-8	-11	-14	13	-10	-8	2
eIF4E 4G PPI	1	-26	1	0	7	-5	1	10
FXIIa inh 1536	12	-15	8	5	2	14	4	9
14-3-3 Bad inh	-14	10	-2	-11	-13[fluorescence artefact?]	6	3	-8
Rad51 HR inh	-12	.	.	9	9	-7	18	-10
p97 ATPase inh	-2	-5	-2	-5	1	-2	0	2
hK5 inh	3	4	0	-25	-6	0	-7	-13

#49 Cc1ccc(-c2csc3nnc(SCC(=O)NCc4ccc5c(c4)OCO5)n23)cc1
#50 COc1cc(N2CCCC2)c(OC)cc1C=O
#51 CCCCn1nc2cc(C(=O)NCc3ccccc3)ccc2c1OCC
#52 O=C(OCC(=O)N(C1CCCCC1)C1CCCCC1)c1ccco1
#53 O=C(O)CC/C(=N\NC(=O)CNC(=O)/C=C/c1ccccc1)c1ccccc1
screen / no.	49	50	51	52	53
Wee1 degr inh	7	-1	-3	0	-4
FXIa inh	-3	-5	-6	2	-4
Mdm2 ligase inh	-7	-12	-10	-3	4
eIF4E 4G PPI	-6	-1	1	0	-1
FXIIa inh 1536	-13	3	4	8	1
14-3-3 Bad inh	39	-6	8	-6	-5
Rad51 HR inh	-10	-8	-3	-6	.
p97 ATPase inh	2	4	2	-3	5
hK5 inh	-8	-2	-36	-4	-6

High-throughput results: PubChem, several laboratories
